Vif-A3F inh: inhibitors of Vif-A3F interaction. HeLa A3F-eYFP + Vif (tagged APOBEC3F with the HIV-1 protein that degrades it), YFP fluorescence increase. Potency, µM (series often up to 46.1 µM), for inactives: top-dose activity, negative = active. 0.2% of 390,000 active; further: potency means the concentration at half of the fitted maximal effect; % of control where 0% means no effect; nearly all actives have a fitted effect of over 65% in size
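HeLa cells stably expressing A3F-eYFP plus Vif, plated and incubated overnight at 37 deg C, then exposed to compounds overnight at 37 deg C. Blocked degradation read as raised yellow fluorescence (Ex 488/Em 500-530).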
LDHA inh: inhibitors of human lactate dehydrogenase A. 0.15% of 480,000 active. purified LDHA, NADH/diaphorase-resazurin fluorescence; hits give low values. AID 1347041. P00338. activity change, % (values are at about 110 or 230 µM); in the data active means activity change below about -30%; inconclusive means mostly about -25% to -30%;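 further: plate controls were DMSO wells for no effect and wells without enzyme for full effect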
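Human LDH5 at 2 nM final in Tris HCl pH 7.4 with 0.06 mM NADH and 0.2 mM pyruvate, reacted 5 minutes at room temperature. Remaining NADH coupled via diaphorase/resazurin; resorufin fluorescence read at 0 and 20 minutes, normalized to enzyme-free and DMSO wells.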
RXFP1 ag: agonists of human relaxin receptor RXFP1; Q9HBX9; HEK293T-RXFP1 cAMP TR-FRET, 30 min; response scale: percent of porcine relaxin response, buffer zero; Potency, µM (series often up to 57.5 µM), inactives show at the top dose activation, hits mostly activators; 0.3% of 370,000 active; further: potency means the concentration at half of the fitted maximal effect; on the % scale 0 is the no-effect control and ±100 the full control effect; nearly all actives have a fitted effect of over 60% in size; many of its hits are not listed in these tables
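cAMP rise read by TR-FRET after 30 min, 37C compound exposure (up to 58 uM) in RXFP1-transfected HEK293 cells with Ro 20174 present. EC50 from Hill-equation fits, with 29 nM porcine relaxin as 100% and buffer as basal.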
Vif-APOBEC3G blk: inhibitors of Vif-APOBEC3G interaction | Q9HC16 | Potency, µM (top dose mostly 46.1 µM), without a hit: at the top dose activity, negative = active, usual class: inhibitors | 0.076% of 410,000 active | HeLa A3G-eYFP + Vif (tagged APOBEC3G with the HIV-1 protein that degrades it), YFP fluorescence, overnight;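 further: potency means the concentration at half of the fitted maximal effect; on the % scale 0 is the no-effect control and ±100 the full control effect; nearly all actives have a fitted effect of over 60% in size; hits raise eYFP signal because A3G escapes Vif-driven loss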
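Read-out is eYFP fluorescence (Ex 488/Em 500-530) from Vif-expressing HeLa A3G-eYFP cells; more signal means A3G escaped Vif-mediated degradation. Cells plated overnight, compound pinned in, incubated overnight at 37 deg C.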
mIDH1 inhibitor: blocks human mutant IDH1 R132H enzyme; IDH1-R132H enzyme, NADPH consumption, diaphorase/resazurin fluorescence; Potency, µM (highest dose often 76.6 µM), for inactives: top-dose activity change, negative = inhibition, hits mostly inhibitors; 0.093% of 390,000 active; further: potency means the concentration at half of the fitted maximal effect; on the % scale 0 is the no-effect control and ±100 the full control effect; nearly all actives have a fitted effect of over 65% in size
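IDH1-R132H (0.5 ug/mL) preincubated 30 min with compound, then NADPH (0.016 mM) and alpha-KG (2 mM) added; 80 min at RT, pH 7.5. Remaining NADPH coupled via diaphorase/resazurin to fluorescence (540/590 nm); concentration-response curves normalized to no-enzyme control.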
Glioma ERSR ind: ER stress response induction in glioma; U87-MG GRP78 promoter luciferase reporter, 16 h; Potency, µM, for the others: at the top dose activation, hits mostly activators; 0.02% of 420,000 active; AID 602332; further: potency means the concentration at half of the fitted maximal effect; series mostly up to about 76 µM; % of control where 0% means no effect; nearly all actives have a fitted effect of over 35% in size
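Stably transfected U87-MG human glioma cells carrying a GRP78-based luminescent sensor were seeded at 1000 cells/well, pin-dosed with compounds and incubated 16 h. Luciferase reagent was then added, and end-point luminescence was read after 10 min at room temperature.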
PI4K2A block: PI4K2A (human) kinase inhibition. activity change, negative = inhibition, % at 76.9 µM. Q9BTU6. 0.13% of 420,000 active. purified PI4K2A, ADP-Glo luminescence, 1 h; hits give low values; in the data active means activity change below about -50%; inconclusive means mostly about -30% to -49%;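 further: -100% = wells without enzyme as full effect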
Target sequence (Q9BTU6 whole entry, looked up): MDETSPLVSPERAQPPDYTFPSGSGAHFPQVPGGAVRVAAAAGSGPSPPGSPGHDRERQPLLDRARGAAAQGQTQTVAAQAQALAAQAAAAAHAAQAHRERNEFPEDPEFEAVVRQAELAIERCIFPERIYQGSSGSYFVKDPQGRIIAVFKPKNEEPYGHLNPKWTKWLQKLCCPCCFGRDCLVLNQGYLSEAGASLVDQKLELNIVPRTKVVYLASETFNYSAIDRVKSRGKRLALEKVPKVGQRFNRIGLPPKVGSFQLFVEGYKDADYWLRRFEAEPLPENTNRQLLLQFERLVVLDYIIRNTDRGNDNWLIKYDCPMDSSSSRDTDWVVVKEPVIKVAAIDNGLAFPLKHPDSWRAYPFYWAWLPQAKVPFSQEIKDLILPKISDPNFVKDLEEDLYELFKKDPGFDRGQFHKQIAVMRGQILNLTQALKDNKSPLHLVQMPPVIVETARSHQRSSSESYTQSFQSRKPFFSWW
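In this quantitative HTS, ADP production by PI4K2A was quantified luminescently after 1 h at ambient temperature; 100 microM adenosine served as plate-quality control.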
USP1 inh: blocks the human USP1/UAF1 deubiquitinase complex; O94782; recombinant USP1/UAF1, Ub-Rhodamine cleavage fluorescence; Potency, µM (top dose mostly 57.1 µM), inactives show top-dose activity change, negative = inhibition, usual class: inhibitors; 0.23% of 390,000 active; AID 743255; further: potency means the concentration at half of the fitted maximal effect; on the % scale 0 is the no-effect control and ±100 the full control effect; nearly all actives have a fitted effect of over 60% in size; inactives centre near -12
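USP1/UAF1 complex (1 nM) preincubated 15 min at room temperature with compound, then Ub-Rho substrate (150 nM final) added. Kinetic fluorescence at 480/540 nm over 6 reads at 60 s intervals; 50 mM HEPES pH 7.8, 0.5 mM EDTA, 0.1 mg/ml BSA, 1 mM TCEP, 0.01% Tween-20.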
TrxR1 substrate: rat thioredoxin reductase 1 substrate activity. Potency, µM (doses to about 114 µM), inactives show at the highest dose activity change, negative = substrate turnover. O89049. AID 588456. 0.01% of 390,000 active. purified TrxR1 substrate turnover, NADPH consumption readout; further: potency means the concentration at half of the fitted maximal effect; on the % scale 0 is the no-effect control and ±100 the full control effect; nearly all actives have a fitted effect of over 50% in size
Target sequence (O89049 whole entry, looked up): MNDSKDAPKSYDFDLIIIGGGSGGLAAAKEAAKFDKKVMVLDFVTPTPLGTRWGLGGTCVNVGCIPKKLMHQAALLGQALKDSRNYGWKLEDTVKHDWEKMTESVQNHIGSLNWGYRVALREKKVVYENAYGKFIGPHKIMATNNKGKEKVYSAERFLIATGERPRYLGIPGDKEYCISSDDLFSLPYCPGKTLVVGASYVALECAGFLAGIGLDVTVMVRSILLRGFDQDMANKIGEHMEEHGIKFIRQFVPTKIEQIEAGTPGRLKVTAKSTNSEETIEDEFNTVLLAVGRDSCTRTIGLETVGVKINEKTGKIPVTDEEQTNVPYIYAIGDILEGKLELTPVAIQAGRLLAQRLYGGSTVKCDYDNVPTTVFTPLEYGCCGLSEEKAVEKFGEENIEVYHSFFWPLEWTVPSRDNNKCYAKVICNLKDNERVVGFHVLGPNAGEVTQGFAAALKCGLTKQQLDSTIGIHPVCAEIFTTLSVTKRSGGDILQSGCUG
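Rat TrxR1, dispensed at 90 nM, was prereduced with 400 uM NADPH (final) for 5 min at ~22 deg C, then incubated with compound 15 min before 400 uM selenite. A first-read NADPH fluorescence drop versus no-compound background flagged substrates.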
Numbers without * were called inactive; ? = inconclusive; · = no result given; [ ] = another dose, or the depositor's remark. Unless noted, the call rests on the fitted dose curve; in most records, active means well fitted curve in the direction sought with a large enough effect; inconclusive means small, poorly fitted or top-dose-only effect, or another doubt; inactive means no such curve, though single readings can be large; an effect the other way counts as inactive or inconclusive. The list is partial; the hit share may differ from the screen's.

Every second line gives: mIDH1 inhibitor	Vif-APOBEC3G blk	TrxR1 substrate	RXFP1 ag	USP1 inh	PI4K2A block	LDHA inh	Glioma ERSR ind	Vif-A3F inh
> CSc1nc(-c2ccc(Cl)cc2)nn1S(=O)(=O)c1ccc(Cl)cc1
  12.0%	-1.2%	-11.6%	0.7%	-8.0%	-7.0	-7.7	-1.0%	1.2%
> O=C(NCCCn1cccn1)C1CCC(=O)N(Cc2cccc(C(F)(F)F)c2)C1 (configuration not stated)
  2.7%	0.6%	5.8%	4.6%	-16.0%	3.3	1.3	-0.6%	4.4%
> COc1ccccc1OCC(=O)N1CCCC(Nc2cccc(F)c2)C1 (configuration not stated)
  0.2%	-0.9%	-4.4%	-0.5%	-13.4%	2.9	-5.1	-3.4%	3.4%
> CC(=O)NCCn1c(SCC(=O)NCc2ccco2)nc2ccccc2c1=O
  2.9%	0.0%	3.0%	0.3%	-1.5%	-0.8	-5.4	-2.8%	-18.6%
> CS(=O)(=O)N(C(=O)NC(=O)NC12CC3CC(CC(C3)C1)C2)C1CCCCC1
  1.5%	-2.6%	-5.7%[57.1 µM]	0.0%	-9.8%	5.1	-11.6	-0.8%	-10.0%
> Cc1[nH]c2ccccc2c1C(=O)CSc1nc2ccccc2c(=O)n1CCCN1CCOCC1
  3.5%	0.6%	-6.0%	0.5%	-11.8%	7.5	-2.1	-5.2%	-3.4%
> CC(C)C(C)NC(=O)COc1ccc(-c2ccccc2)cc1 (configuration not stated)
  5.3%	0.7%	5.5%	2.5%	-7.0%	-0.2	0.5	-0.8%	·
> COc1ccc(S(=O)(=O)N(C)CC(=O)N2CCN(C)CC2)cc1Cl
  -19.9%	-5.5%	-1.7%	0.3%	-21.3%	3.1	-16.7	-2.0%	10.5%
> C=CCN1C(=O)C2(OCCCO2)c2ccccc21
  5.6%	5.4%	6.1%[57.1 µM]	1.2%	-7.0%	-2.5	-1.8	-2.7%	-6.1%
> Cc1ccc(N=Cc2sccc2C)cc1C
  -1.8%	0.3%	-4.5%	0.0%	-18.3%	-0.4	-1.7	-1.6%	-26.2%
> O=C(c1ccc(C(F)(F)F)cc1)C1CCCN(C(=O)Cn2cnnn2)C1 (configuration not stated)
  -7.8%	3.1%	1.5%	0.0%	-9.3%	4.3	-1.9	1.6%	2.2%
> CCN(CC)CCN(C(=O)c1ccc(C(C)=O)cc1)c1nc2ccc(Cl)cc2s1
  -2.9%	6.4%	-2.9%	0.1%	-24.0%	5.8	-2.2	6.6%	-11.9%
> Cc1nnc(NC(=O)CSc2nnc(Cc3cccn3C)n2C)s1
  1.8%	-1.7%	1.4%[57.1 µM]	0.7%	8.1%	-7.4	-6.4	-3.7%	-0.2%
> CCN(C(=O)COC(=O)/C=C/c1ccc(OC(F)F)c(OC)c1)C1CCS(=O)(=O)C1 (configuration not stated)
  7.2%	-0.7%	10.9%	0.6%	-3.6%	3.8	-0.3	-3.6%	8.3%
> Cc1ccc(CNC(=O)C2CCCCN2S(=O)(=O)c2ccc(F)cc2)cc1 (configuration not stated)
  6.5%	1.9%	-0.8%[57.1 µM]	15.6%	?	-3.4	-0.3	-3.0%	-15.2%

The results go on.
Every second line gives: mIDH1 inhibitor	Vif-APOBEC3G blk	TrxR1 substrate	RXFP1 ag	USP1 inh	PI4K2A block	LDHA inh	Glioma ERSR ind	Vif-A3F inh
> CC1C(=O)Nc2ccccc2N1C(=O)c1ccc(O)cc1 (configuration not stated)
  -5.1%	-2.8%	-6.0%	0.3%	-22.0%	-9.6	-17.3	1.0%	4.9%
> CC(C)c1ccc(NC(=O)C2CC2c2ccccc2)cc1 (configuration not stated)
  2.4%	-10.8%	-2.3%	4.0%	-19.7%	9.1	0.3	-1.1%	1.6%
> Cc1csc(NC(=O)C(C)Oc2ccc(Br)cc2)n1 (configuration not stated)
  3.6%	2.0%	-2.0%	0.5%	-24.2%	-2.3	-1.8	-5.3%	5.4%
> O=C(Cn1cnc([N+](=O)[O-])c1)c1ccc(Cl)cc1
  2.7%	1.1%	-0.4%	3.3%	-24.1%	3.4	0.3	-3.8%	1.6%
> COc1cccc(OCc2nc3ccccc3n2CCOc2ccccc2C)c1
  -18.3%	-4.5%	5.6%	-1.2%	?	-1.1	-4.0	-0.2%	-4.5%
> CCOC(=O)c1cc2sccc2n1CC(=O)N1CCN(C(=O)c2ccco2)CC1
  3.8%	-0.4%	17.9%	-0.2%	2.9%	-1.2	-0.4	-2.8%	-10.8%
> CC(C)CCN(C(=O)c1ccc(N2CCCC2=O)cc1)c1c(N)n(Cc2ccccc2)c(=O)[nH]c1=O
  8.4%	-0.4%	1.2%	2.4%	-9.0%	4.8	0.1	-4.2%	2.5%
> CC(C)(CNC(=O)c1cc(-c2ccc(Cl)s2)nc2ccccc12)N1CCOCC1
  0.1%	-3.7%	24.4%[57.1 µM]	1.9%	-20.0%	1.9	-6.5	-6.2%	5.3%
> Cc1nn(CC(=O)N2CCOCC2)c(=O)c2ccccc12
  5.3%	-6.3%	1.1%	-0.3%	-12.3%	3.7	-5.2	-1.1%	0.4%
> COc1cc(NC(=O)Nc2ccc(Cl)c(Cl)c2)c(C(=O)O)cc1OC
  -6.8%	-0.3%	145.7%[activator][57.1 µM]	-3.7%	-15.3%	-7.7	-5.9	-5.2%	-3.8%
> O=C(NCCc1ccc(Cl)cc1)C1CCN(S(=O)(=O)N2CCC3(CC2)OCCO3)CC1
  0.8%	0.1%	11.7%	1.6%	-8.3%	-0.8	-8.1	-3.9%	3.8%
> COc1cc(-c2nnc(NC(=O)CCS(=O)(=O)c3ccc(F)cc3)o2)cc(OC)c1OC
  4.7%	-0.7%	6.6%	1.1%	-2.6%	-14.4	-1.2	4.1%	1.5%
> O=c1[nH]c(CN2CCCCC2)nc2c1C1(CCCCC1)Cc1ccccc1-2
  6.5%	-1.7%	-1.1%[57.1 µM]	1.1%	-15.5%	0.3	-4.9	4.5%	4.1%
> Cc1ccc(NC2CCCN(C(=O)c3ccoc3C)C2)cc1C (configuration not stated)
  7.0%	-1.5%	-3.1%	2.0%	-3.4%	1.8	5.9	-4.8%	-5.4%
> CC(Nc1nc(-c2ccc3c(c2)NC(=O)CO3)cs1)c1ccccc1 (configuration not stated)
  -3.7%	-12.5%	-5.6%[57.1 µM]	0.1%	-5.8%	0.5	-5.0	5.5%	-10.5%

Continued:
Every second line gives: mIDH1 inhibitor	Vif-APOBEC3G blk	TrxR1 substrate	RXFP1 ag	USP1 inh	PI4K2A block	LDHA inh	Glioma ERSR ind	Vif-A3F inh
> Cc1ccc(-n2cc(CNCCCn3ccnc3C)c(-c3ccc(F)cc3)n2)cc1
  0.2%	-21.0%	7.0%[57.1 µM]	0.5%	-21.4%	0.2	-5.8	-4.6%	-13.7%
> CSc1nc2c(c(=O)[nH]c(=O)n2C)n1C/C=C(\C)Cl
  2.9%	-3.0%	7.5%	5.1%	-13.9%	8.8	-9.4	-5.2%	0.6%
> Cc1c(NS(=O)(=O)N2CCCC2)c(=O)n(-c2ccccc2)n1C
  -1.7%	0.7%	4.0%	-0.8%	-12.9%	-4.3	-0.9	-4.2%	2.7%
> CC1CC(C)CN(S(=O)(=O)c2cccc(C(=O)N3C(=O)c4cccc(N)c4C3=O)c2)C1 (configuration not stated)
  0.6%	2.6%	0.1%	4.9%	-20.9%	2.7	-1.9	-6.1%	-22.0%
> COc1ccc(N2C(=O)C3CCCN3C2c2ccc(C)cc2)cc1Cl (configuration not stated)
  3.4%	-0.3%	-4.9%	1.3%	-13.9%	0.6	-1.6	0.9%	-16.7%
> CC1CCCCC1NC(=O)CCS(=O)(=O)c1cc2c(cc1Cl)NC(=O)CO2 (configuration not stated)
  -13.3%	-1.2%	2.6%	-0.3%	-15.7%	2.0	-3.0	-5.5%	-10.1%
> Cn1c(=O)c2ncn(CC(=O)NC3CCCCCC3)c2n(C)c1=O
  -3.9%	1.5%	10.3%[57.1 µM]	19.4%	-2.1%	-3.1	-16.8	-3.9%	-1.1%
> CC(C)c1ccccc1OCCNS(C)(=O)=O
  4.9%	0.1%	1.4%	0.0%	-0.9%	3.1	-3.1	2.3%	·
> Cc1c(Cl)cccc1N=c1c([N+](=O)[O-])nn(-c2ccccc2)n1O
  2.3%	0.4%	3.5%	1.0%	-11.4%	-2.2	-2.6	4.2%	4.6%
> O=c1[nH]c(=S)[nH]nc1Cc1ccc(Cl)c(Cl)c1
  5.4%	1.5%	3.4%	6.4%	-27.5%	1.7	-1.5	-0.7%	?
> COc1ccc(CCNC(=O)CCc2ccc(S(=O)(=O)NC(C)C)cc2)cc1
  -0.9%	4.4%	1.8%	1.1%	-21.3%	-0.7	-8.4	-5.5%	-25.1%
> O=C(NCC1CCCN1S(=O)(=O)c1cccs1)C(=O)Nc1cccc(F)c1 (configuration not stated)
  7.4%	-2.9%	-2.6%	-1.0%	-14.1%	6.5	-3.0	-1.2%	-4.5%
> Cc1cc2ccccn2c1C(=O)c1cc([N+](=O)[O-])cc([N+](=O)[O-])c1
  8.4%	3.0%	1.7%[57.1 µM]	-0.7%	-25.2%	-3.3	-5.5	-5.0%	-22.9%
> Cc1ccc(-c2cn3c(n2)sc2cc(C(=O)NC4CCCCCC4)ccc23)cc1
  12.3%	1.9%	6.6%[11.4 µM]	7.0%	-9.1%	2.9	-0.5	-1.5%	?
